GAA glycogen: qHTS Assay for Inhibitors and Activators of Human alpha-Glucosidase Cleavage of Glycogen; Lysosomal alpha-glucosidase (Homo sapiens), P10253; recombinant GAA, glycogen substrate, Amplex Red glucose oxidase fluorescence; Potency, µM (highest dose often 76.4 µM), without a hit: at the highest dose activity change, negative = inhibition, most hits filed as inhibitors; 300,000 compounds, 0.38% hits; active means well fitted inhibition curve with a large enough effect;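 further: 0% = full enzyme reaction and -100% = no-enzyme basal signal; the screen sought inhibitors and activators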
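Recombinant human alpha-glucosidase (4 nM final) hydrolysed bovine liver glycogen (30 ug) for 40 min at 37 C in pH 5.0 citrate/phosphate with 0.01% Tween-20. Released glucose detected by glucose oxidase/Amplex Red, Ex 573/Em 610 nm. Compounds up to 77 uM; AC50 from Hill fits.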
* marks the source's active call; other numbers are inactive results; & = joins results of further samples; [ ] = another dose, or the depositor's remark. Potency means the concentration at half of the fitted maximal effect. Only part of the results is shown; count on the stated rates, not on these rows.

SMILES	GAA glycogen
Cc1ccccc1-c1nc(CS(=O)(=O)CC(=O)NC2CCCCC2C)c(C)o1 (stereo not given)	0%[76.3 µM]
COc1ccccc1C(=O)NCC(=O)NC(C)CCc1ccccc1 (stereo not given)	-3%[76.3 µM]
COCCCNC(=O)/C(C#N)=C/c1c(N2CCN(C)CC2)nc2ccccn2c1=O	2%
O=C(O)CN1C(=O)/C(=C/c2cccc(Cl)c2)Oc2ccccc21	-2%
Cc1ccc(C)c(CN2C(=O)CSc3ccc(C(=O)NCCc4ccc(Cl)cc4)cc32)c1	12%[76.3 µM]
COCCNC(=O)C1CCCN(S(=O)(=O)c2ccc3c(c2)CC(C)N3C(=O)C2CC2)C1 (stereo not given)	8%[76.3 µM]
Cc1ccc(C)c(-n2c3nc(=O)[nH]c(=O)c-3cc3c(C)nn(-c4ccccc4)c32)c1	-9%[76.3 µM]
COc1ccc(CNC(=O)C2CCN(S(=O)(=O)c3ccc(F)cc3)CC2)cc1	-4%[76.3 µM]
O=C(NCc1ccc(F)cc1)c1cc(-c2ccncc2)nc2ccccc12	9%
Cc1cc(=O)c2cc(NC(=O)c3ccccc3Cl)ccc2[nH]1	25%[76.3 µM]
CCC1CCc2c(sc(NC(=O)c3cnccn3)c2C(N)=O)C1 (stereo not given)	-5%[76.3 µM]
O=C(CSc1nnc(-c2ccc(F)cc2)o1)NC1CCCC1	-2%[76.3 µM]

Another view of part of the listing above.
| canonical_smiles | GAA glycogen |
| --- | --- |
| COc1ccccc1C(=O)NCC(=O)NC(C)CCc1ccccc1 (stereo not given) | -3%[76.3 µM] |
| COCCCNC(=O)/C(C#N)=C/c1c(N2CCN(C)CC2)nc2ccccn2c1=O | 2% |

Three entries out of the list above, sorted by the number in GAA glycogen, highest first.
SMILES	GAA glycogen
O=C(NCc1ccc(F)cc1)c1cc(-c2ccncc2)nc2ccccc12	9%
COCCCNC(=O)/C(C#N)=C/c1c(N2CCN(C)CC2)nc2ccccn2c1=O	2%
O=C(O)CN1C(=O)/C(=C/c2cccc(Cl)c2)Oc2ccccc21	-2%

Carrying on.
SMILES	GAA glycogen
CCOc1ccc(-c2nonc2NC(=O)c2oc3ccc(Br)cc3c2C)cc1	9%[76.3 µM]
COc1ccccc1N1CCN(c2c3c(nc4nncn24)CCC3)CC1	17%[76.3 µM]
CCCc1nc(SCC(=O)NCC2CCCO2)c2c(=O)n(C)c(=O)n(C)c2n1 (stereo not given)	-5%[76.3 µM]
COc1cc(NC(=O)CNC(=O)Cn2ccc3ccccc3c2=O)cc(OC)c1OC	-18%
CCN(c1ccccc1)c1nnc(NC(=O)Nc2ccccc2F)s1	-5%[76.3 µM]
CC(=O)c1cccc(NC(=O)Nc2sc3nc4n(c(=O)c3c2C)CCC(C)CC4)c1 (stereo not given)	7%[76.3 µM]
CCOC(=O)Cn1nc(NC(=O)COc2ccc(F)cc2)cc1C	2%[76.3 µM]
CCc1cccc(CC)c1NC(=O)Cn1c(=O)c(-c2cc(C)ccc2NC(C)=O)nc2ccccc21	-2%[76.3 µM]
COc1ccc(NC(=O)CCCCC(=O)Nc2ccc(OC)cc2)cc1	4%[76.3 µM]
COc1ccc(OC)c(CCNC(=O)CS(=O)(=O)Cc2nc(-c3ccccc3Cl)oc2C)c1	-22%[76.3 µM]
COc1ccc(-c2nn(C)c3sc(C(=O)N4CCN(c5ccccc5F)CC4)cc23)cc1OC	-3%[76.3 µM]
N=c1c(C(=O)NC2CCCC2)cc2c(=O)n3ccccc3nc2n1CC1CCCO1 (stereo not given)	1%
CC(SC1=NCCN1S(C)(=O)=O)c1ccccc1 (stereo not given)	3%[76.3 µM]
C=CCn1c(NCc2cc(Cl)ccc2O)nc2ccccc21	1%[76.3 µM]
Cc1cccc2sc(NC(=O)C3CSC4(C)CCC(=O)N34)nc12 (stereo not given)	-2%[76.3 µM]
CN(C)c1ccc(C(=O)/C=C/c2cccnc2)cc1	5%
COc1cc(/C=N/NC(=O)c2ccncc2)ccc1OCC(=O)Nc1cccc([N+](=O)[O-])c1	13%
Cc1ccccc1NC(=O)Cc1nc(COC(=O)c2cccc([N+](=O)[O-])c2)cs1	-6%[76.3 µM]
O=C(NCc1ccccc1)C(c1ccco1)N(C(=O)c1ccccn1)c1ccccc1 (stereo not given)	6%
CC(=O)N/C(=N/c1nc(C)cc(C)n1)Nc1ccc(C)cc1Cl	6%
CCOc1ccc(CCNC(=O)c2cccs2)cc1OCC	5%[76.3 µM]
CC(C)CC(=O)Nc1ccc2c(c1)nc(CCN1CCCCC1)n2C	-9%
COc1cc(CCC(=O)NCc2ccc3c(c2)OCO3)cc(OC)c1OC	-1%
COc1cccc(NC(=O)CN(C)C(=O)c2ccccc2CCc2ccccc2)c1	-5%[76.3 µM]

Sorted by count of non-hydrogen atoms (largest number first): three of the compounds above
SMILES	GAA glycogen
COc1ccc(OC)c(CCNC(=O)CS(=O)(=O)Cc2nc(-c3ccccc3Cl)oc2C)c1	-22%[76.3 µM]
COc1ccccc1C(=O)NCC(=O)NC(C)CCc1ccccc1 (stereo not given)	-3%[76.3 µM]
CC(=O)N/C(=N/c1nc(C)cc(C)n1)Nc1ccc(C)cc1Cl	6%

The listing continues:
SMILES	GAA glycogen
O=C(Cn1nc(Cl)nc1Cl)c1ccc([N+](=O)[O-])cc1	4%
Cc1cc(C)c(C#N)c(SCC(=O)Nc2ccc(S(=O)(=O)Nc3ncccn3)cc2)n1	3%[76.3 µM]
COc1ccccc1NC(=O)C1CCN(S(=O)(=O)c2ccc3c(c2)oc(=O)n3C)CC1	-1%[76.3 µM]
O=C(OCCOCCN=C1NS(=O)(=O)c2ccccc21)c1ccccc1Br	-4%
CCOC(=O)c1ccc(NC(=O)NNC(=O)CCc2ccc(OC)cc2)cc1	0%[76.3 µM]
CCOc1ccc(C(=O)CCC(=O)N2CCN(c3ncccn3)CC2)cc1	7%
CC1CC(O)(CC(O)(c2ccccc2)c2ccccc2)C(C)CN1C (stereo not given)	1%
CCOc1ccc(CCNC(=O)CCS(=O)(=O)c2ccc(Br)cc2)cc1OCC	2%
COc1ccc(-n2nc(C(=O)Nc3ccccn3)c3c4ccccc4n(C)c3c2=O)cc1	-3%[76.3 µM]
Cc1ncoc1C(=O)N1CCCC(N2CCN(c3cccc(C(F)(F)F)c3)CC2)C1 (stereo not given)	3%[76.3 µM]
CC1(C)CCC(=O)N2CC[C@H]3C[C@H](OC(=O)Nc4ccc5c(c4)OCO5)C[C@@H]1[C@H]32	20%[76.3 µM]
CCOC(=O)C1CCCN(C/C=C/c2ccccc2)C1 (stereo not given)	-1%[76.3 µM]
Cc1ccnc(NC(=O)C2CCN(S(=O)(=O)c3cccc(C(F)(F)F)c3)CC2)c1	0%[76.3 µM]
CCOc1ccc(Cl)cc1CNc1nnnn1CC	14%[76.3 µM]
Cc1cc(C)cc(NC(=O)c2ccc3c(O)c(S(=O)(=O)c4ccccc4)c(=O)[nH]c3c2)c1	15%[76.3 µM]
O=C(Cn1cc(SCc2ccc(Br)cc2)c2ccccc21)N1CCCCC1	11%[76.3 µM]
C[C@@H](CN=[N+]=[N-])CN1CC[C@H](O)CCC1=O	-3%[76.3 µM]
COc1cccc(NC(=O)CCNS(=O)(=O)c2ccc3c(c2)oc(=O)n3C)c1	5%&1%[76.3 µM]
Cc1ccccc1C(=O)NCCOc1ccccc1Cl	-9%[76.3 µM]
COc1cccc(N2CCN(S(=O)(=O)c3ccc(-n4cnnn4)cc3)CC2)c1	-4%[76.3 µM]
CCOC(=O)c1ccc(-c2ccc(/C=C(\C#N)C(=O)Nc3ccc(OCC)cc3)o2)cc1	17%[76.3 µM]
COc1ccc(-n2c(C)c(C(C)=O)c3cc(OC(=O)COc4ccccc4)ccc32)cc1	-15%[76.3 µM]
COc1cc(CO)ccc1OCC(=O)N1CCc2ccccc21	-11%[76.3 µM]
CCn1cc(C(=O)N(C)CC(OC)OC)c(=O)c2cc(S(=O)(=O)N3CCOCC3)ccc21	-7%[76.3 µM]
COc1ccc(-c2ccc3c(N)c(C(=O)NCc4ccc(C)cc4)sc3n2)cc1	18%[76.3 µM]
CCN(CC(O)c1cccc(O)c1)C(=O)C12CC3CC(CC(C3)C1)C2 (stereo not given)	6%
Cc1ccc(N2CCN(S(=O)(=O)c3ccc(Cl)c4ccccc34)CC2)c(C)c1	2%[76.3 µM]
O=C1c2cccnc2C(=O)N1Cc1ccc(S(=O)(=O)N2CCN(c3ccccc3)CC2)cc1	-4%[76.3 µM]
COc1cc(NC(=O)CN2C(=O)NC(C)(c3ccc(OC(F)F)cc3)C2=O)cc(OC)c1OC (stereo not given)	1%
Cn1cc(-c2cccc(C(F)(F)F)c2)cc(C#N)c1=O	-3%
COc1ccc(N2CCN(Cc3nnc(-c4ccc5c(c4)OCO5)o3)CC2)cc1	17%[76.3 µM]
CCOc1ccc(/C=C2\CCC(C3CCCC3)C2=O)cc1 (stereo not given)	-4%
O=C(Nc1ccc(Br)cc1)c1cc(S(=O)(=O)Nc2ccccn2)ccc1Cl	-3%[76.3 µM]
Cc1cccc(NC(=O)CSc2nnc3scc(-c4ccccc4)n23)c1	15%[76.3 µM]
CCCCN(CC)C(=O)Cn1cc2c(n1)-c1c(oc(C(=O)N3CCCC3)c1C)CC2	9%[76.3 µM]
CC(=O)c1ccc(N2CCN(CC(O)COC(c3ccccc3)c3ccccc3C)CC2)cc1 (stereo not given)	9%
COC(=O)c1cccc(NC(=O)CCNC(=O)c2ccco2)c1	4%
COCCN(C(=O)c1ccc(OC2CCN(S(=O)(=O)N(C)C)CC2)cc1)C(C)C	-8%[76.3 µM]
COc1cccc(-c2nc(S(=O)(=O)c3ccccc3)c(N3CCC(C)CC3)o2)c1	5%[76.3 µM]
Cc1cc(C(=O)Nc2ccccc2C)n(-c2ccccc2)n1	-1%
COc1ccc(CNC(=O)CN(Cc2ccco2)C(=O)CNS(=O)(=O)c2ccccc2)cc1	3%
Cc1nnc(NC(=O)c2ccc(-c3ccc([N+](=O)[O-])cc3)o2)s1	-3%[76.3 µM]
CCOc1ccc(-c2nonc2NC(=O)c2ccco2)cc1	-2%&5%[76.3 µM]
CCOc1ccc(CNc2nc3nc(C)c(Cc4ccccc4)c(=O)n3[nH]2)cc1	13%[76.3 µM]
Cc1cc(O)c2c(C)c(CC(=O)NCc3ccccc3Cl)c(=O)oc2c1	-21%[76.3 µM]
Cc1ccc(N2CCN(C(=O)CCc3c(C)nc4ncnn4c3C)CC2)c(C)c1	18%[76.3 µM]
O=C(Nc1sc2c(c1C(=O)O)CCCCC2)c1cccnc1	12%[76.3 µM]
COc1ccc(CC(=O)Nc2cccc(/C(C)=N/NC(=O)C3(C)CC3(Br)Br)c2)cc1 (stereo not given)	1%[76.3 µM]

Random excerpt: 4 compounds from above.
SMILES	GAA glycogen
Cc1nnc(NC(=O)c2ccc(-c3ccc([N+](=O)[O-])cc3)o2)s1	-3%[76.3 µM]
Cc1cc(O)c2c(C)c(CC(=O)NCc3ccccc3Cl)c(=O)oc2c1	-21%[76.3 µM]
CCOc1ccc(-c2nonc2NC(=O)c2ccco2)cc1	-2%&5%[76.3 µM]
COCCN(C(=O)c1ccc(OC2CCN(S(=O)(=O)N(C)C)CC2)cc1)C(C)C	-8%[76.3 µM]

Going on with the list.
SMILES	GAA glycogen
CN(C)CCN1C(=O)C(=O)/C(=C(/O)c2ccc(S(=O)(=O)N3CCOCC3)cc2)C1c1ccc(F)cc1 (stereo not given)	-2%[76.3 µM]
CCC(C)c1ccc(NC(=S)N2CCCC2)cc1 (stereo not given)	2%[76.3 µM]
COC(=O)Oc1ccc(/C=N/NS(=O)(=O)c2ccccc2)cc1OC	12%[76.3 µM]
COc1ccc(N2C(=O)CC(NCC#N)C2=O)cc1 (stereo not given)	-12%[76.3 µM]
CCc1ccc(NC(=O)C2=CC(c3ccc4c(c3)OCO4)=NS(=O)(=O)N2C)cc1	-7%[76.3 µM]
COc1cc(NC(=O)c2cc(Cl)ccc2Cl)ccc1NC(=O)c1cc2ccccc2o1	14%[76.3 µM]
CCC1CCCCN1S(=O)(=O)c1ccc(NC(=O)c2nc(SC)ncc2Cl)cc1 (stereo not given)	5%[76.3 µM]
CC(C)(C)NC(=O)CN(C(=O)CCC(=O)Nc1nccs1)c1ccc2c(c1)OCCO2	10%[76.3 µM]
CCCC(=O)Nc1ccccc1NC(=O)c1ccc2c(c1)OCO2	-5%[76.3 µM]
Cc1ccc2c(c1)C(=O)OC(C(=O)Nc1ccc(C(=O)O)cc1)C2 (stereo not given)	-6%[76.3 µM]
Cc1ccc(S(=O)(=O)Nc2nc3n(n2)C(c2ccc(F)cc2)C=C(c2ccccc2)N3)cc1 (stereo not given)	15%[76.3 µM]
COc1ccccc1CNC(=O)[C@H](C)NC(=O)C1CCN(C(=O)[C@H](CCSC)NC(=O)OC(C)(C)C)CC1	-2%[76.3 µM]
CCc1nc(SCC(=O)Nc2ccccc2OC)c2c(C)c(C)sc2n1	3%
Cc1cccc(S(=O)(=O)Nc2nc3ccccc3nc2OC(C)C)c1	2%
O=C(COc1ccccc1)Nc1c(Cl)ccc2nsnc12	-4%&6%[76.3 µM]
Nc1nonc1-n1nnc(C(=O)N/N=C/c2cccnc2)c1CSc1ccc(Cl)cc1	-1%[76.3 µM]
CN(C)c1ccc(NC(=O)c2ccc3nc[nH]c3c2)cc1	8%
COc1ccc(Cl)cc1NC(=O)c1cc2c(=O)n3ccccc3nc2s1	-4%[76.3 µM]
Cn1c(=O)cc(OCC(=O)NCc2ccc(F)cc2Cl)c2ccccc21	-2%[76.3 µM]
CCS(=O)(=O)N1CCc2cc(C(=O)NCc3ccc(OC)cc3)ccc21	15%[76.3 µM]
